HIV peptide binding: cell-free HIV fusion peptide-binding blockers – biochemical, uHTS, fluorescence dequenching, primary screen (AID 1986); 290,000 compounds, 0.3% hits; one-dose inhibition, % at 20 µM; IC50 in µM for titrated hits; cell-free peptide binding, fluorescence dequenching, 30 min; higher % means a stronger effect; in the data active means inhibition mostly above about 52%, no sharp cut-off; inactive means mostly below about 76%; further: some results filed as inactive read as strong as hits
MgcRacGAP inhibition: MgcRacGAP GTPase-activating activity inhibitors, confirmation, biochemical, ADP Hunter fluorescence. inhibition, % at 30 µM, or IC50 in µM where a hit was titrated. 340,000 compounds, 0.6% hits. MgcRacGAP-stimulated Rac1 GTP hydrolysis, ADP Hunter fluorescence; higher % means a stronger effect; GST-tagged Rac1 F28L mutant substrate;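 active means first-screen hits whose inhibition reached a set limit at any dose in the follow-up dose series; inconclusive means inhibition above the set first-screen limit but never retested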;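 further: fluorescence reports GDP produced by GAP-driven GTP hydrolysis; strong numbers were not always called active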
NOD2 inhibition: NOD2 signaling inhibitors, cell-based, luminescence, uHTS, HEK293 (AID 1566); HEK293 NOD2/NF-kB luciferase reporter, luminescence; higher % means a stronger effect; one-dose inhibition, % at 4 µM; EC50 in µM for titrated hits; 290,000 compounds, 0.63% hits; further: many of its hits are not listed in these tables
NOD1 inhibition: NOD1 signaling inhibitors, primary screen, cell-based, luminescence, uHTS (AID 1578) | NOD1-driven NF-kB luciferase reporter cells, luminescence; higher % means a stronger effect | one-dose inhibition, % at 4 µM; EC50 in µM for titrated hits | 290,000 compounds, 1% hits; in the data active means inhibition mostly above about 36%, no sharp cut-off; inactive means mostly below about 34%;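 further: HEK-293T reporter cells stimulated with the NOD1 agonist gamma-tri-DAP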
KOR beta-arrestin-1: KOR agonists, beta-arrestin recruitment, primary screen, cell-based, luminescence, uHTS (AID 1777); 280,000 compounds, 0.02% hits; activation, % at 10 µM; hits with a dose series show EC50 in µM; KOR beta-arrestin recruitment, luminescence; higher % means a stronger effect; in the data active means activation above about 50%, passing the limit was not always enough; further: a part of the inactive calls stands beside numbers as strong as those of hits
Large T inhibition: SV40 large T antigen inhibitors, biochemical (AID 1903) | SV40 large T antigen ATPase/helicase inhibition assay; higher % means a stronger effect | inhibition, % at 20 µM, or IC50 in µM where a hit was titrated | 310,000 compounds, 0.39% hits; in the data active means a potency from the dose series; inconclusive means inhibition mostly from about 32% at the one dose, without a potency; inactive means the rest, 99 in 100 with inhibition below about 32%; further: strong numbers were not always called active
GPR55 beta-arrestin: GPR55 agonists via beta-arrestin recruitment, primary screen, imaging, U2OS cells, beta-arrestin-GFP redistribution (AID 1961); U2OS GPR55 beta-arrestin-GFP redistribution imaging; higher % means a stronger effect; one-dose activation, % at 10 µM; EC50 in µM for titrated hits; 290,000 compounds, 0.048% hits;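 active means activation above 40% with more than 50 cells counted in the well; inconclusive means wells holding fewer than 50 cells, flagged as toxic or sparse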;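 further: U2OS osteosarcoma cells stably expressing GPR55 and beta-arrestin-GFP; plate controls were DMSO negative control for no effect and LPI positive control for full effect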
GPR55 LPI antagonism: GPR55 antagonists blocking LPI-driven arrestin recruitment, primary screen, imaging, U2OS, beta-arrestin-GFP, LPI agonist (AID 2013). 290,000 compounds, 0.13% hits. U2OS GPR55 beta-arrestin-GFP translocation imaging, LPI antagonism; higher % means a stronger effect. one-dose inhibition, % at 10 µM; IC50 in µM for titrated hits;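 active means spots per cell inhibited over 60%, with over 100 cells counted and total cytoplasm intensity under 500,000; inconclusive means wells with under 100 cells, flagged as likely toxic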;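 further: U2OS cells stably carrying GPR55 and arrestin-GFP stimulated by 5 µM LPI near EC80; imaged beta-arrestin-GFP aggregate spots per cell after agonist stimulation; plate controls were LPI-stimulated DMSO wells for no effect and DMSO wells without LPI for full effect; some results filed as inactive read as strong as hits; confirmed hits need IC50 under 10 µM and bright autofluorescent wells are also inconclusive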
KOR beta-arrestin-2: KOR antagonists, beta-arrestin recruitment, cell-based, luminescence, uHTS (AID 1778); KOR beta-arrestin recruitment, luminescence, antagonist mode; higher % means a stronger effect; one-dose inhibition, % at 10 µM; IC50 in µM for titrated hits; 290,000 compounds, 0.091% hits; further: strong numbers were not always called active
Starred values were filed as active, the others as inactive; ? = inconclusive; / = no result given; [ ] = remark or other dose. Unless noted, no stated cut-off is given here; in the data, active means inhibition above about 50%; inactive means the rest. The list is partial (hit frequency here may not be typical).

SMILES | HIV peptide binding | MgcRacGAP inhibition | NOD2 inhibition | NOD1 inhibition | KOR beta-arrestin-1 | Large T inhibition | GPR55 beta-arrestin | GPR55 LPI antagonism | KOR beta-arrestin-2
CC(C)=CCN1CCN(Cc2nc(-c3ccc(F)cc3)cs2)CC1CCO (stereo not drawn) | 1.2% | 9.2% | 2.8% | -2.5% | -0.5% | / | -0.2% | -5.0% | -2.6%
C(#CC1CCCCC1)c1ccc2c(c1)COc1c3ccccc3nn1-2 | -0.3% | 5.6% | 26.7% | -3.7% | -3.2% | -3.6% | -0.1% | 7.1% | 36.5%
CC1(C)CC(=O)C2=C(C1)N(c1ccccc1)C(N)=C(C#N)C2c1ccccc1 (stereo not drawn) | 1.7% | 8.1% | 2.9% | -14.9% | -2.7% | 9.8% | -0.3% | -0.3% | -7.9%
CCCc1cc(N2CCCC(C(=O)Nc3c(OC)cccc3OC)C2)n2ncnc2n1 (stereo not drawn) | 1.6% | -7.6% | -1.0% | 0.3% | 4.3% | 5.8% | -0.1% | -14.0% | -13.0%
CC1(C)CC(=O)C2=C(C1)OC(N)=C(C#N)C2Cc1ccccc1 (stereo not drawn) | -2.3% | 11.4% | 2.8% | -26.8% | -3.5% | 3.2% | 0.0% | 6.8% | 23.5%
COc1ccc(C(=O)NCC(=O)N2CCc3ccccc3C2)cc1 | 0.0% | 6.8% | 5.8% | -14.8% | 1.9% | -1.6% | -0.1% | -20.0% | -31.9%
CC(OC(=O)CCc1nc2ccccc2[nH]c1=O)c1ccccc1 (stereo not drawn) | -0.3% | -3.1% | -1.2% | -48.1% | 5.1% | 7.1% | 0.9% | -16.0% | -33.6%
O=C(CSC1=NC(=O)C(c2ccccc2)C(=O)N1)Nc1ccccc1Cl (stereo not drawn) | -1.2% | 12.3% | 17.7% | -1.5% | -2.4% | 18.5% | -0.1% | 12.8% | -12.0%
COc1ccc(/C=N/NC(=O)CNC(=O)C2COc3ccccc3O2)cc1OC (stereo not drawn) | -2.5% | 6.4% | 16.3% | -18.5% | -1.6% | -3.4% | ? | -11.2% | 25.0%
COc1cc(C(=O)Nc2ccc3c(c2)OCCO3)c(-n2cnnn2)cc1OC | -1.4% | -2.9% | 8.0% | 5.6% | 3.8% | 11.9% | -2.1% | 21.1% | -2.8%
O=C(COC(=O)c1ccc2c(c1)C(=O)N(Cc1ccncc1)C2=O)Nc1cccc2ccccc12 | 4.8% | 9.0% | 12.6% | -23.1% | -3.3% | -0.1% | 0.3% | -9.6% | -46.2%[20 µM]
Cc1cc(C)cc(N(C(=O)C2CCCC2)C2C=CS(=O)(=O)C2)c1 (stereo not drawn) | 3.2% | 4.7% | -5.8% | -10.7% | -2.3% | 1.9% | 0.2% | 1.1% | 31.7%
CN(C)S(=O)(=O)c1cccc(C(=O)NCC(=O)NC2CCN(Cc3ccccc3)CC2)c1 | 0.0% | 8.0% | -14.1% | -1.7% | -0.3% | 3.0% | 0.2% | -15.6% | -13.7%
Cc1cc([N+](=O)[O-])cnc1NC(C)c1ccccc1 (stereo not drawn) | -1.4% | 1.6% | 3.1% | 23.4% | 2.0% | 2.2% | -0.1% | -3.1% | -32.3%
CCC(=O)NCc1nc2ccccc2n1Cc1ccccc1F | -1.3% | 5.8% | 7.7% | -4.0% | 4.1% | 3.7% | 0.2% | 3.6% | -5.2%
COc1ccccc1NC(=O)CCCCC(=O)Nc1ccccc1OC | 2.7% | 7.8% | 5.4% | -23.5% | -6.3% | 23.9% | 0.2% | 7.7% | -0.9%[20 µM]
CC(=O)c1ccc(C(=O)N2CCc3c([nH]c4ccccc34)C2c2cccc(C)n2)s1 (stereo not drawn) | 1.2% | -3.9% | -7.8% | -0.9% | -3.7% | 9.6% | 0.2% | 3.5% | -8.1%
Cc1ccc(/C=N/NC(=O)c2c[nH]c3ccccc23)s1 | 2.7% | 11.5% | -59.3% | 26.0% | 2.8% | -4.2% | -0.1% | 26.6% | -27.5%
CC(=O)N1CCCc2cc(S(=O)(=O)N3CCCC(C(=O)NCc4ccc(C)cc4)C3)ccc21 (stereo not drawn) | -1.1% | -32.4% | 30.4% | -38.4% | -0.6% | 19.1% | -0.2% | -2.9% | -20.2%
NC(=O)COC(=O)c1cc(S(=O)(=O)N2CCN(c3ccccc3)CC2)ccc1Cl | -0.8% | 4.1% | 8.0% | -6.5% | -2.0% | 15.6% | 1.8% | 0.3% | 4.1%
COc1ccc2c(c1)c(=O)oc1c(C)c(OCc3ccc(C(=O)O)cc3)ccc12 | 55.9% | 3.1% | / | / | -1.9% | 18.3% | -0.1% | 1.7% | -30.4%
COC(=O)c1ccc(CSc2nnc(NCc3ccccc3)s2)o1 | 0.8% | 2.6% | -0.2% | -30.9% | 0.6% | -3.1% | 0.3% | 10.4% | -14.8%
CCc1ccc(NC(=O)CN(N=Nc2nonc2C)c2nonc2C)cc1 | -1.0% | -0.2% | -28.8% | -24.8% | / | 17.7% | -0.1% | -7.2% | -45.2%[20 µM]
CCCCn1c(=O)c(CCC(=O)OCC(=O)NC(C)c2ccccc2)nc2ccccc21 (stereo not drawn) | -1.0% | 11.2% | -4.6% | -30.7% | -0.5% | -1.8% | 0.3% | -3.1% | -61.5%[20 µM]
COc1ccc(C(=O)COC(=O)CCc2nc3ccccc3[nH]c2=O)cc1Br | 1.6% | 2.2% | 3.0% | -42.4% | 12.8% | -1.3% | -0.3% | 16.1% | 5.0%
CC(=O)c1cccc(NC(=O)NNC(=O)c2ccc(Cl)cc2Cl)c1 | 0.4% | -0.4% | 26.5% | -0.6% | 0.5% | 15.2% | -0.1% | 0.4% | -7.5%
O=Cc1cn(-c2ccccc2)nc1-c1cc2ccccc2oc1=O | -4.1% | 13.3% | 14.1% | -24.4% | 2.4% | 8.0% | 0.0% | -2.6% | 2.9%
COc1cc2nc(CN3CCN(C(C)=O)CC3)[nH]c(=O)c2cc1OC | 0.9% | 1.5% | -3.1% | -52.1% | -1.2% | 5.2% | -0.4% | -6.0% | -11.1%
O=C(Nc1nnc(COc2ccc(Cl)cc2)s1)c1ccc([N+](=O)[O-])cc1 | -0.1% | 8.8% | 16.7% | -0.2% | 1.3% | 20.2% | 0.2% | -1.1% | -40.0%
CCOC(=O)N1CCC2(CC1)C(C#N)=C(N)Oc1c2sc2nc(C)cc(C)c12 | -1.2% | 2.4% | 17.5% | -43.7% | 0.7% | 14.3% | 0.0% | 3.2% | -2.7%
CSc1nnc([C@@H]2CCCN2C(=O)OC(C)(C)C)o1 | -0.3% | -0.4% | -2.3% | -19.3% | 4.9% | 22.4% | -0.7% | 1.6% | -26.3%
O=C(Nc1cccc(O)c1)C(Cc1ccccc1)N1C(=O)c2cccc3cccc(c23)C1=O (stereo not drawn) | 0.3% | -0.4% | -8.6% | -11.8% | -2.2% | 13.3% | -0.2% | -2.0% | -31.5%
CCOC(=O)N/N=C/c1cn(Cc2ccccc2Cl)c2ccccc12 | -2.2% | 4.9% | 2.9% | 0.5% | 3.1% | 5.4% | -0.4% | -2.6% | /
COc1cccc(OCCCN2CCCCCC2)c1 | 0.6% | 14.8% | -12.3% | -16.5% | -4.0% | 6.4% | -0.1% | 15.9% | -23.0%
O=C(Nc1ccccn1)c1ccc2ccccc2n1 | -0.1% | 6.7% | -127.2% | 6.5% | 6.9% | -0.8% | -0.1% | -2.2% | -22.0%
COC(=O)[C@@H](NC(=O)Nc1ccc(C(C)=O)cc1)C(C)C | -1.6% | 7.6% | 6.5% | 1.7% | 2.5% | 3.4% | -0.1% | 3.3% | -5.1%
O=C1N=C(N2CCOCC2)S/C1=C/c1ccc(-c2ccccc2Cl)o1 | 2.0% | 3.9% | -8.5% | -25.2% | -5.0% | 9.8% | -0.1% | 0.6% | -15.0%
N#Cc1cccc(NC(=O)Nc2cccs2)c1 | 16.4% | 18.5% | 5.2% | 4.3% | 3.9% | 8.7% | 0.3% | -17.0% | 7.0%
COc1ccc(CCNC(=O)CN(c2cc(OC)ccc2OC)S(=O)(=O)c2ccccc2)cc1 | -1.0% | 4.8% | 19.1% | -13.2% | -3.1% | 5.0% | 1.1% | 1.6% | 33.7%
NC(=O)NC(=O)C(Nc1ccc(N2CCCCC2)cc1)c1ccccc1 (stereo not drawn) | -1.6% | ? | 36.8% | 7.6% | -5.1% | ? | 0.3% | -3.6% | -3.0%

Sorted by length of the SMILES (rising): some entries from above
SMILES | HIV peptide binding | MgcRacGAP inhibition | NOD2 inhibition | NOD1 inhibition | KOR beta-arrestin-1 | Large T inhibition | GPR55 beta-arrestin | GPR55 LPI antagonism | KOR beta-arrestin-2
N#Cc1cccc(NC(=O)Nc2cccs2)c1 | 16.4% | 18.5% | 5.2% | 4.3% | 3.9% | 8.7% | 0.3% | -17.0% | 7.0%
COC(=O)[C@@H](NC(=O)Nc1ccc(C(C)=O)cc1)C(C)C | -1.6% | 7.6% | 6.5% | 1.7% | 2.5% | 3.4% | -0.1% | 3.3% | -5.1%
O=C(Nc1nnc(COc2ccc(Cl)cc2)s1)c1ccc([N+](=O)[O-])cc1 | -0.1% | 8.8% | 16.7% | -0.2% | 1.3% | 20.2% | 0.2% | -1.1% | -40.0%

More compounds follow:
SMILES | HIV peptide binding | MgcRacGAP inhibition | NOD2 inhibition | NOD1 inhibition | KOR beta-arrestin-1 | Large T inhibition | GPR55 beta-arrestin | GPR55 LPI antagonism | KOR beta-arrestin-2
C=CCOC(=O)/C(=C\c1ccc(OC)cc1)NC(=O)c1ccco1 | -1.3% | 8.8% | 7.2% | 17.9% | 2.0% | 2.9% | -0.1% | 4.0% | 5.8%
COc1ccc(C(=O)Oc2cc(/C=N/NS(=O)(=O)c3ccccc3)ccc2OC)cc1 | -0.4% | 2.2% | 2.2% | -0.7% | 2.0% | 17.0% | 0.0% | -5.5% | -45.5%
COc1cc(NC(=O)C/C(C)=N/NC(=O)C(=O)NC2CCCCC2)c(OC)cc1Cl | 0.7% | 3.9% | 1.4% | -37.3% | -1.5% | 12.8% | 0.1% | 1.9% | 24.2%
CSc1nnc([C@@H](NC(=O)OC(C)(C)C)C(C)C)o1 | -0.8% | 2.5% | 15.0% | 6.2% | -8.4% | 13.8% | -0.1% | -3.6% | -14.2%
CCN(CC)C(=O)N1CCn2c(nc3ccccc32)C1 | -0.8% | 11.0% | 14.1% | -14.8% | / | 11.3% | 0.0% | 11.0% | /
O=C(c1n[nH]c(=O)c2ccccc12)N1CCN(Cc2ccc3c(c2)OCO3)CC1 | 0.5% | -15.0% | 16.7% | 3.4% | 1.3% | 0.6% | 0.0% | -10.5% | 19.0%

High-throughput results as filed in PubChem BioAssay.
